# Screening results (PubChem BioAssay)
# Cl transport mod – modulates chloride dependent transport by human KCC2; KCC2 cells, thallium flux FluoZin-2 fluorescence; B-score of Tl+ flux slope (higher = more flux/activation; lower = inhibition) at 10 µM; Q9H2X9; hit rate 2.2% among 190,000;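 active = thallium flux slope and its plate-corrected score both differing from the plate sample mean at a set confidence after two filtering rounds, in either direction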;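 note: slope of fluorescence scaled to starting intensity during 10 to 20 s after thallium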
# KLK5 inh – blocks human kallikrein 5 protease activity; Q9Y337; recombinant hK5, fluorogenic AMC substrate cleavage; inhibition, % at 5 µM; hit rate 0.59% among 210,000; AID 873;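 active = inhibition of 40% or more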;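 note: 0% = enzyme controls without compound and 100% = no-enzyme blanks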
# Target sequence (Q9Y337 67-293 limits assumed): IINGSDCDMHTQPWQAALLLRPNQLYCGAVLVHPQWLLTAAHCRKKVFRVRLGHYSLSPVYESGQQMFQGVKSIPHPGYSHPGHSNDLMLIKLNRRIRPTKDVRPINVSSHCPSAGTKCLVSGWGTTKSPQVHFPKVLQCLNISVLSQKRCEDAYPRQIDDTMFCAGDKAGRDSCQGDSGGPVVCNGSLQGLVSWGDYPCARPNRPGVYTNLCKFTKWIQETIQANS
# FXIa inh 1536 – blocks human coagulation factor XIa protease activity; P03951; purified FXIa, Boc-Glu-Ala-Arg-AMC fluorogenic substrate; inhibition, % at 5 µM; hit rate 0.14% among 220,000; AID 798;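 active = inhibition of at least 40%; inactive = inhibition below 40%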;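 note: fluorescence of freed AMC excited at 355 nm; 0% = enzyme without compound and 100% = no enzyme blank; many of its hits are not listed in these tables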
# Rad51 HR inh – Rad51 (human) homologous recombination inhibition; Q06609; hit rate 0.085% among 200,000; inhibition, % at 10 µM; hRad51 DNA strand exchange, fluorescence dequenching;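 active = inhibition above 40% at the single screening dose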;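 note: 0% = DMSO control wells and 100% = blanks with heterologous ssDNA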
#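 System: human Rad51 nucleoprotein filaments preassembled on unlabelled ssDNA. Reagent: labelled 47-mer dsDNA for strand exchange. Schedule: 30-min compound preincubation and 15-min exchange, both room temperature. Measured by: FRET fluorescence dequenching, excitation 485 nm, emission 520 nm. Read-out: Fluorescence-based percent inhibition, control- and blank-normalised. Benchmarks: plate controls and plate blanks.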
# L929 necroptosis – blocks zVAD induced death of L929 cells; hit rate 0.38% among 220,000; AID 1377; L929 zVAD necroptosis rescue, ATP luminescence, 24 h; with zVAD 60 µM; viability rescue, % at 10 µM;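 active = activation, scaled between plate controls, above about 75%, limit read from the data; inactive = activation under that limit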;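 note: 0% = zVAD with DMSO and 100% = DMSO alone without zVAD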
# TNF death inh – inhibitors of TNF-alpha induced necroptosis in Jurkat FADD-/- cells; Jurkat FADD-/- TNF necroptosis rescue, ATP luminescence, 24 h; 0 = TNF only, 100 = no-TNF cells; activation (protection from cell death), % at 10 µM; hit rate 0.068% among 220,000; AID 463075;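 active = activation, meaning protection from cell death, of at least 50% relative to plate controls; inactive = activation below 50%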;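 note: necroptosis triggered by 40 ng/mL TNF-alpha added together with compound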
# Hck Nef HTS – human Hck-Nef kinase inhibition; P08631; Recombinant Hck-YEEI plus Nef, Z-Lyte FRET kinase assay; inhibition, % at 20 µM; hit rate 0.68% among 220,000; AID 463187;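 active = Hck-Nef kinase inhibition above about 50%, limit read from the data; inactive = inhibition below that limit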;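 note: 0% = DMSO with Hck plus Nef and 100% = Hck alone without Nef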
# Target sequence (P08631 whole entry, looked up): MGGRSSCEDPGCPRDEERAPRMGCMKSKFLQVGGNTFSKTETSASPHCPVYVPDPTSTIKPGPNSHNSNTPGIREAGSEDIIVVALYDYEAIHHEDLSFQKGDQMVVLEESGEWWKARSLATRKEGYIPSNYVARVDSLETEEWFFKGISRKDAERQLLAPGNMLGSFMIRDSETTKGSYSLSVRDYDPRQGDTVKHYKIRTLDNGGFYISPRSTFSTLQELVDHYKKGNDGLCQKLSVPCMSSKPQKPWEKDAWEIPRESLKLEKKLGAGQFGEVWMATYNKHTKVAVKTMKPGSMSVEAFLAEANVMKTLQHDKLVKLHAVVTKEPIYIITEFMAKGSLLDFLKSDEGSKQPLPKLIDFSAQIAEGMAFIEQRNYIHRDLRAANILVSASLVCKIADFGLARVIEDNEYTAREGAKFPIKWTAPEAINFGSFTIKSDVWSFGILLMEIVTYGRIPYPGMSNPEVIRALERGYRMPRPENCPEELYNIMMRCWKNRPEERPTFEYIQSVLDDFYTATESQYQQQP
# FXIIa inh – inhibitors of human coagulation factor XIIa | P00748 | purified FXIIa, Boc-QGR-AMC fluorogenic substrate, 2 h | inhibition, % at 5 µM | hit rate 0.3% among 220,000 | AID 800; in the data active = inhibition above about 40%;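 note: 0% = enzyme with no compound and 100% = blank without enzyme; many of its hits are not listed in these tables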
# thrombin 1536 – inhibitors of human thrombin; alpha-thrombin, Boc-VPR-AMC fluorogenic substrate cleavage; inhibition, % at 5 µM; hit rate 0.26% among 220,000;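 active = inhibition at or above 40%; inactive = inhibition below 40%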;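 note: 0% = enzyme with no compound and 100% = wells without enzyme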
#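 Material: Human alpha-thrombin protein | Buffer or medium: pH 7.5 Tris-saline with Tween 20 | Reagent: Boc-VPR-AMC substrate, 15 µM final | Schedule: Reaction at ambient temperature | Detection: AMC fluorescence at 355 nm excitation and 460 nm emission | Evaluation: Percent inhibition scaled between no-compound controls and no-enzyme blanks | Controls: no-compound enzyme wells and no-enzyme blanks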
# * marks the source's active call; other numbers are inactive results; i = inactive; / = no result given; & = joins results of further samples.
mol	Cl transport mod	KLK5 inh	FXIa inh 1536	Rad51 HR inh	L929 necroptosis	TNF death inh	Hck Nef HTS	FXIIa inh	thrombin 1536
COC(=O)c1cc(C(=O)Nc2ccc(Cl)cn2)cc([N+](=O)[O-])c1	0.5	-22	-5	2	3.4	0.7	10	-2	2
CCC(C)NC(=O)C1CCN(S(=O)(=O)CC)CC1 (stereo not drawn)	/	-10	3	0	0.3	-0.2	1	18	2
Cn1cccc1/C=N\NC(=O)Cc1ccc(Br)c2ccccc12	0.0028	-8	-6	17	0.1	-2.9	-1	-2	-2
O=C1/C(=C/c2ccc([N+](=O)[O-])cc2)CCc2ccccc21	-0.27	18	2	-32	-0.6	-3.8	22	14	-1
CCOc1ccc(C(=O)NCC(=O)OCc2ccc(F)cc2Cl)cc1	-1.4	-9	6	-2	2.1	0.3	5	2	0
CC1(C)CC(=O)C(C(C2=C(O)CC(C)(C)CC2=O)c2ccco2)C(=O)C1 (stereo not drawn)	-1.7	7	0	-19	-0.2	-4.8	3	16	-2
CC(=O)Nc1sc2c(c1C(c1ccncc1)N1CCOCC1)CCCC2 (stereo not drawn)	0.057	-6	-3	-33	-0.3	0.5	23	5	-13
Cc1ccc(N/C=C/C(=O)c2ccccc2)cc1C	0.98	-15	8	0	1.4	1.8	3	14	-1
COc1ccc(C(=O)NCc2nnc(SCC(=O)N3CCOCC3)o2)cc1OC	-0.052	0	5	12	0.6	1.2	22	10	-1
N=c1oc2c3c4c(cc2cc1C(=O)Nc1ccccc1)CCCN4CCC3	i	-14	3	i	-0.3	-1.6	1	28	5
Cc1sc(NC(=O)C2CCCO2)c(C(N)=O)c1C (stereo not drawn)	0.53	-4	-1	-8	1.2	-0.2	3	3	-7
COc1ccc(N(C)S(=O)(=O)c2cccc(C(=O)Nc3ccc(OC)nc3)c2)cc1	-1.2	-8	1	-6	0.4	1.7	2	8	-8
Cn1c(CSc2ncccn2)nnc1SCC(=O)N1CCCCCC1	1	-6	-4	24	0.8	1.5	-18	1	-3
O=[N+]([O-])c1cccc(-c2nnc(C34CC5CC(CC(C5)C3)C4)o2)c1	0.34	-14	-7	10	0.0	0.9	-3	-6	-7
CC(=O)Cc1nsc(NC(=O)c2c(-c3ccccc3Cl)noc2C)n1	1.3	-4	-8	7	-0.6	-1.0	0	6	-5
CC(C)NS(=O)(=O)c1ccc(OCC(=O)NCCC2=CCCCC2)cc1	/	-11	-3	-4	-0.9	0.0	0	15	3
CC(C)(C)OC(=O)NCCc1nnc(SCC(N)=O)o1	0.37	-10	-11	1	0.4	-1.9	1	-8	-1
CCc1ccc(C2C(C#N)=C(N)N(N(C)C)C3=C2C(=O)CCC3)s1 (stereo not drawn)	-1.3	-12	0	-7	-0.3	0.7	-2	9	-7
COc1nc(-c2ccccc2)cc(-c2ccc3c(c2)OCO3)c1C#N	0.036	-3	2	5	-0.5	-10	3	3	-4
CSc1nc(-c2ccc(Cl)cc2)nc(N)c1C#N	0.52	-5	-5	21	0.9	-0.9	19	-6	-7
CCCCOC(=O)n1c(SCC(=O)N(C)C)nc2ccccc21	-0.44	-3	-5	4	0.1	-4.6	0	11	4
CCCCCCOC(=O)Sc1nc2ccccc2o1	-0.19	1	-9	0	0.3	-0.6	-1	-6	1
OC1C=CSc2nc3ccccc3n21 (stereo not drawn)	/	14	5	5	6.1	-15	8	10	0
CCC(=O)Nc1c(S(=O)(=O)c2ccccc2)c2nc3ccccc3nc2n1C(C)c1ccccc1 (stereo not drawn)	-1.6	-14	9	-39	2.0	0.8	75*	6	0
Cc1ccsc1/C=N/NC(=O)CNC(=O)c1ccc(S(=O)(=O)N2CCOCC2)cc1	-0.29	3	-1	-11	0.2	4.8	16	7	-13
CC(C)c1ccc(S(=O)(=O)c2n[nH]n3c2nc(=O)c2ccccc23)cc1	/	-28	4	-1	-0.3	-1.9	15	6	3
O=c1oc(-c2ccc(Cl)c(Cl)c2)nn1-c1ccc(C(F)(F)F)cn1	-0.27	-3	-1	5	0.9	-0.3	10	5	-6
O=C(COC(=O)CNC(=O)c1ccc(Br)o1)Nc1ccccc1OC(F)F	-0.51	-33	-4	-3	5.3	-0.2	22	9	-12
CCCOc1ccc(Oc2nc(-c3ccncc3)nc3ccccc23)cc1	0.85	-5	7	12	7.8	4.8	6	6	-3
C=CCSc1nnc(CC(OC)OC)n1-c1ccccc1	1	-7	-3	0	1.4	0.7	23	-2	-16
COc1ccc(SCCN2CCN(CC(C)C)CCC2=O)cc1	-0.025	2	1	3	0.0	1.3	9	8	0
CC1(C)Cc2c(sc3c2c2ncnn2c2nnc(SCC(=O)NCc4ccco4)n32)CO1	0.72	-13	3	2	-1.0	-3.1	2	17	4
COc1ccc(C2CC(c3ccccc3OC(C)=O)=NN2C(=O)/C=C/c2ccccc2)cc1OC (stereo not drawn)	-0.3	-4	4	4	-0.2	0.6	1	0	14
CC1=CC(C)(C)Nc2ccc(OC(=O)C(Cc3ccccc3)N3C(=O)c4ccccc4C3=O)cc21 (stereo not drawn)	/	5	3	-10	97*	-5.3	1	13	2
O=C(NCc1ccccn1)c1ccc(/C=N/O)nc1	/	0	1	-6	1.9	0.5	6	15	2
CCCN(CCC)C(C)C(=O)NCC1(c2ccccc2)CCCC1 (stereo not drawn)	-0.21	-7	-2	13	-0.3	-0.9	14	4	-4
Cc1ccc(C(=O)N/N=C/c2nc3ccccc3n2C)cc1	-0.43	-31	7	6	0.2	-5.6	0	8	2
CCOC(=O)N1CCN(C2CC(=O)N(c3ccc(F)cc3)C2=O)CC1 (stereo not drawn)	-0.083	2	-4	1	1.4	-0.2	1	0	-3
CCOc1ccc(NC(=O)CSc2ccccc2N)cc1	-1.6	-4	-3	-4	4.7	-0.8	-10	/	-7
Cc1cc(C)n(CCN(C)C(=O)CCc2nnc(-c3ccc4c(c3)OCO4)o2)n1	1.6	-5	-1	-87	-0.5	-0.2	-2	6	-6
c1cncc(Oc2cccc(Oc3cccnc3)c2)c1	-0.0034	6	1	1	-0.1	-0.6	-1	6	11
COCCCNC(=O)c1nc2c(nnn2Cc2cc(C)ccc2C)c(=O)[nH]1	0.54	-13	9	9	0.1	-1.5	10	14	2
CCOC(=O)/C(C#N)=C/c1c(Oc2cccc(C)c2)nc2ccccn2c1=O	-0.58	3	3	/	0.4	3.1	23	6	-7
O=C(c1ccco1)c1coc2c1cc(O)c1ccccc12	0.46	-5	-5	5	4.9	1.2	18	1	-9
O=C(NCc1cccnc1)C(=O)Nc1nc2ccccc2s1	0.035	-5	-3	8	1.7	0.3	25	3	-10
COc1cccc(C2=NOC(C(=O)NCCCn3ccnc3)C2)c1 (stereo not drawn)	0.57	-8	-3	2	-0.9	-0.2	-27	7	3
O=C(CSc1ncnc2c1nnn2Cc1ccccc1F)N1CCN(c2ccccc2)CC1	1.1	-1	-2	4	-0.5	-3.1	0	10	2
COc1ccc2nc(SCC(=O)Nc3cc(OC)c(OC)cc3C(=O)O)c(C)cc2c1	-0.75	-2	-3	13	23	-0.4	17	3	-8
Cc1cc(C)n(-c2ccc(C(=O)Nc3ccc(N4CCOCC4)cc3)cc2)n1	-0.73	-6	-9	-5	1.5	1.9	-1	9	0
COc1ccc(C2(CNC(=O)c3ccc(OCC(C)C)cc3)CCOCC2)cc1	-1.3	-6	10	-10	0.7	1.7	2	18	-6
O=C(O)CCCC(=O)NCc1ccccn1	0.71	-7	0	34	0.8	-0.5	0	3	1
Cc1cc2ccccc2nc1SCC(=O)N1CCCC1	/	-7	6	4	0.7	-1.4	0	16	1
CC1(C)CC(=O)C2=C(C1)OC(c1cccs1)C(C#N)=C2N (stereo not drawn)	-0.42	7	-1	-4	2.2	-0.1	-1	-13	-4
COc1cccc(N2C(=O)C(c3ccccc3)=C(c3nc4ccccc4s3)C2NC(C)=O)c1 (stereo not drawn)	-1.7	2	2	5	-0.1	-2.4	3	14	0
S=C(Nc1ccccn1)c1ccccn1	2.4&2	-72&-2	-2&1	1	10&2.4	-13&-20	0&25	13&6	1
O=C(Nc1ccccc1)NC1(C(=O)N2CCN(c3ncccn3)CC2)CCCCC1	0.094	2	-14	-7	0.9	0.2	2	13	-2
CC(C)CN(CC(C)C)C(=O)c1cccc(S(=O)(=O)N2CCc3ccccc32)c1	-1.5	-3	1	14	-0.4	-0.6	21	9	-2
CCCCOc1ccc(CSC(=N)N)cc1[N+](=O)[O-]	0.36	-27	1	13	1.0	-3.7	0	3	-7
Clc1ccc2c(c1)C(c1cccs1)=NNC(c1cccnc1)=N2	/	-4	1	-2	0.1	-6.1	1	10	3
Nc1nc(N2C(=O)C3CC=CCC3C2=O)nn1-c1ccccc1 (stereo not drawn)	0.35	-10	-2	2	0.0	-0.5	0	17	3

# Later entries:
mol	Cl transport mod	KLK5 inh	FXIa inh 1536	Rad51 HR inh	L929 necroptosis	TNF death inh	Hck Nef HTS	FXIIa inh	thrombin 1536
CC1CC(NC(=O)c2ncn[nH]2)CC(C)(C)C1 (stereo not drawn)	1	4	-9	2	-0.2	-1.7	-2	2	25
N#Cc1ccccc1S(=O)(=O)N1CCN(c2cnccn2)CC1	0.25	0	-3	1	2.5	1.1	21	3	-13
C=CCSc1nc2sc(C)c(C)c2c(=O)n1CC=C	1.1	-9	7	4	-0.2	-3.4	9	11	-2
O=[N+]([O-])c1ccc(N2CCN(Cc3ccccc3)CC2)nc1	-1.1	0	2	0	0.5	-0.3	24	5	-7
Cc1ccc(Oc2nc3c(C)cccn3c(=O)c2/C=C(\C#N)C(N)=O)cc1	-0.55	18	-6	8	0.2	-6.2	10	9	-3
O=C(Nc1cc(N2CCOCC2)ncn1)NC1(C(F)(F)F)Oc2ccc(Cl)cc2O1 (stereo not drawn)	/	-27	0	-12	23	-12	-3	6	-9
Cc1ccc(N2C(=O)N(C(C)C)C(C)(C)CC2(C)O)cc1 (stereo not drawn)	-0.5	-6	4	21	1.8	10	44	4	-6
COc1cc(Br)cc2cc(C(=O)N3CCN(c4ccccn4)CC3)c(=O)oc12	/	1	1	-1	-1.1	-0.4	2	14	-5
CS(=O)(=O)Nc1ccc(S(=O)(=O)N2CCCC2)cc1	0.22	16	-2	-4	6.3	0.4	15	12	0
CC(=O)c1cccc(N2C(=NC(=O)C(C)C)SC3CS(=O)(=O)CC32)c1 (stereo not drawn)	-0.86	-17	5	-2	0.0	-1.9	-1	16	3
O=C(O)C1C2C=CC3(CN(c4cccc(C(F)(F)F)c4)C(=O)C13)O2 (stereo not drawn)	/	-3	-4	-1	2.4	0.1	6	4	-5

# Some of the compounds tested; count on the stated rates, not on these rows.
